Source: PubChem BioAssay
CHO-K1 Ca ag: counter-screen for M1 agonists: effect in parental CHO-K1 cells. Fluo-8 calcium fluorescence; scaled to maximal ATP response, vehicle zero. activation, % at 3 µM. AID 602248, 2012. hit rate 0.48% among 360,000; in the data active = activation above about 15%;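 also: untransfected CHO-K1 host cells lacking M1 receptor as counterscreen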
CHO-K1 Ca PAM: nonselective calcium activators in parental CHO-K1 cells, primary screen, counter-screen for M1 PAM project, cell-based, Fluo-8 calcium fluorescence, full deck, 1536-well; hit rate 0.02% among 360,000; activation, % at 3 µM; ATP EC20; 0% at ATP EC20, 100% at ATP max;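 active = activation above the run cutoff, the mean activation of all test compounds plus 3 SD, cut at about 40% in these data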;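 also: peak over basal fluorescence ratio in a 140 s read after ATP addition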
TAAR1 agonist: human TAAR1 agonists, primary screen, Fluo-8 calcium fluorescence, CHO RD-HGA16 cells. vehicle wells 0%, saturating PEA agonist 100%. activation, % at 3 µM. hit rate 0.99% among 360,000. AID 624467, 2012;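 active = activation above the mean activation of all test compounds in the run plus 3 SD, cut at about 38% in these data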
Target sequence (Q96RJ0 whole entry, looked up): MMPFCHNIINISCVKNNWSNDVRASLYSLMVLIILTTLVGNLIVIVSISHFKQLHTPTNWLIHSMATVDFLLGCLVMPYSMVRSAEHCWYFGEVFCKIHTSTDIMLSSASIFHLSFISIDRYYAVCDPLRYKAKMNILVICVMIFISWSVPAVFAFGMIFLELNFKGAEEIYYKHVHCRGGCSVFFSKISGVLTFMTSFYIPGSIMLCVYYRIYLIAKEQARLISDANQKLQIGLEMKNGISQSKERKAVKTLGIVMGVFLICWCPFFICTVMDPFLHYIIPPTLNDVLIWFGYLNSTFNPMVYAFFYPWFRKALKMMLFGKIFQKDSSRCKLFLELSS
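Signal – calcium-sensitive Fluo-8 signal, excitation 470-495, emission 515-575 nm · System – RD-HGA16 (CHO) cells co-expressing Gα16 and hTAAR1 · Incubation – 17-24 h seeding, 75 min 37 °C dye, 30 min RT · Compound dosing – 3 µM single concentration · Repeats – no replicates (n 1)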
OXTR potentiator: human OXTR potentiators, primary screen, fluorescence, CHO-OTR cells, Fluo-8 calcium. hit rate 0.061% among 320,000. activation, % at 3 µM. Fluo-8 calcium fluorescence, potentiator mode; 0% = oxytocin EC15, 100% = EC100. Oxytocin receptor (Homo sapiens), P30559;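 active = activation above that plate's cutoff, the mean activation of tested compounds plus 3 SD, cut at about 6.6% in these data, passing the limit was not always enough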;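 also: 100% uses oxytocin at 75 nM as the full agonist control; some results filed as inactive read as strong as hits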
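Dosing: Single dose, 3.0 µM nominal final compound concentration | Material: Human OTR in CHO cells | Technique: Kinetic Fluo-8 calcium fluorescence | Benchmarks: EC15 oxytocin alone as 0%, 75 nM oxytocin as 100% | Probe or stimulus: Oxytocin at about EC15, sub-maximal agonist stimulus | Incubation: Compound 6 min at room temperature before oxytocin, 100 s read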
CHO-K1 Ca antag: nonselective inhibitor or artifact in parental CHO-K1 cells | hit rate 0.6% among 360,000 | inhibition, % at 3 µM | ATP-induced calcium, Fluo-8 fluorescence | AID 602250;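 active = inhibition above a per-plate cutoff, the plate's mean sample inhibition plus 3 SD, cut at about 24% in these data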;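 also: 0% = DMSO plus EC80 ATP and 100% = DMSO alone without ATP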
M1 antag: human M1 muscarinic receptor antagonists, primary screen, CHO-K1 cells, Fluo-8 calcium fluorescence, 1536-well; Muscarinic acetylcholine receptor M1 (Homo sapiens), P11229; CHO-K1 hM1, ACh EC80 antagonist; inhibition, % at 3 µM; hit rate 1.3% among 360,000; AID 588852, 2011;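 active = percent inhibition above its own plate's cutoff, namely the mean of that plate's compound wells plus 3 SD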;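 also: peak over basal fluorescence ratio during 140 s after agonist addition; 0% = ACh EC80 plus DMSO and 100% = DMSO alone without agonist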
Target sequence (P11229 whole entry, looked up): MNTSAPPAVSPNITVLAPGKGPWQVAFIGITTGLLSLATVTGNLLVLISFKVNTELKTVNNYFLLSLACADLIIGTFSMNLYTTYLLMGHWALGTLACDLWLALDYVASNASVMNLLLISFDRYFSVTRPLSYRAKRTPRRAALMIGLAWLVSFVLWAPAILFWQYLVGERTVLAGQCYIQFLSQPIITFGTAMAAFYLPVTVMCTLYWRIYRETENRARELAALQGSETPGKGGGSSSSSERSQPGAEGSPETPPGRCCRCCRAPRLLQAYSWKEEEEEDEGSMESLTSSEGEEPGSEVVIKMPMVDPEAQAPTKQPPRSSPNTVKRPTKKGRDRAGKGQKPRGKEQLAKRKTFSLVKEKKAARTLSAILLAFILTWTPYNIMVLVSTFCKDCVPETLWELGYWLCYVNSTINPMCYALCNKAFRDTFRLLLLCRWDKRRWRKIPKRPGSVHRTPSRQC
TAAR1 antagonist: human TAAR1 antagonists, primary screen, Fluo-8 calcium fluorescence, CHO RD-HGA16 cells; hit rate 1.5% among 360,000; AID 624466, 2012; Trace amine-associated receptor 1 (Homo sapiens), Q96RJ0; antagonist; inhibition, % at 3 µM;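 active = inhibition above a per-plate cutoff, the mean inhibition of test compounds on that plate plus 3 SD, cut at about 49% in these data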;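 also: 0% = DMSO plus EC80 beta-PEA response and 100% = DMSO alone without agonist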
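Test system – hTAAR1-expressing CHO RD-HGA16 cells, Gα16-coupled · Reagent – β-PEA at EC80 concentration, post-compound challenge · Compound dosing – 3 µM, single point · Timing – 140 s kinetic read after compound, 140 s after agonist · Detection – Fluo-8 intracellular calcium dye fluorescence, real-time kinetic reads · Control set – DMSO and EC80 PEA controls · Repeats – n of 1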
M1 ag: human M1 muscarinic receptor agonists, primary screen, Fluo-8 calcium fluorescence, CHO-K1 cells, HTS; activation, % at 3 µM; CHO-K1 hM1, agonist mode; 0% DMSO, 100% acetylcholine EC100; hit rate 0.33% among 360,000;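 active = activation above the run's mean compound activation plus 3 SD, cut at about 16% in these data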;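 also: peak over basal fluorescence ratio within a 140 s kinetic read after compound addition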
CHO parental Ca: ATP-evoked calcium signal inhibitors, parental CHO, primary screen, counter-screen for OX1R antagonist project, cell-based, fluorescence, Fluo-8 calcium dye; hit rate 0.63% among 330,000; inhibition, % at 5.6 µM; parental CHO-K1, ATP-induced calcium, Fluo-8 fluorescence;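 active = inhibition above that plate's mean sample inhibition plus 3 SD, cut at about 26% in these data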;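 also: 0% = ATP-challenged DMSO wells and 100% = DMSO wells without ATP; some compounds past the cut are filed as inactive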
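Measured by: calcium-sensitive Fluo-8 fluorescence / Test system: CHO parental line / Controls: ATP-challenged DMSO wells low, unchallenged DMSO wells high / Measure: % inhibition / Compound: single nominal dose of 5.6 µM per compound / Replicates: single well per compound, no replicates / Reagent: ATP as calcium-mobilizing challenge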
Numbers without * were called inactive; . = not tested or not shown. These rows are one share of the data; rates above refer to the full screens.

SMILES	CHO-K1 Ca ag	CHO-K1 Ca PAM	TAAR1 agonist	OXTR potentiator	CHO-K1 Ca antag	M1 antag	TAAR1 antagonist	M1 ag	CHO parental Ca
CSc1ccccc1C(=O)C1CCCN(Cc2ccccn2)C1 (stereo not drawn)	3.0	6	0	-3	-8	13	-32	-6	-12
N=C1c2ccccc2CN1NC(=O)c1ccc(Br)o1	1.3	9	3	0	-5	-8	-2	-3	-2
O=C1NC(=O)N(Cc2ccccc2)C(=O)/C1=C/N1CCCc2ccccc21	2.4	-1	5	-15	3	-7	3	-6	-11
O=c1[nH]c2ccccc2n1C1CCN(C(c2cccs2)c2nnnn2Cc2ccccc2)CC1 (stereo not drawn)	3.5	32	9	.	-16	-6	33	-1	.
COC(=O)C1=C(c2ccc(F)cc2OCc2ccccc2)C[C@@H]2CC[C@H]1N2C(=O)NCc1ccccc1	-0.8	3	6	-8	2	-5	34	-4	-12
O=C1C2CCN(CC2)C12CC2c1ccc(C(F)(F)F)cc1 (stereo not drawn)	0.7	-6	2	-11	-4	-1	-19	-2	7
CCc1cc(=O)oc2cc(C)cc(OCC(=O)N3CCC(C(=O)O)(c4ccccc4)CC3)c12	0.8	17	2	-2	-1	-14	-13	-6	-9
CNC(=O)O/N=C(\C)Cc1nnn(-c2cc(C)on2)n1	0.6	-9	8	1	-1	3	-16	0	2
CN1CC(C(=O)c2ccc(Cl)cc2)C(c2ccccc2)C1 (stereo not drawn)	5.4	20	45*	-12	-13	-9	2	-7	-28
C#CC[N+]1(C)C2CCC1CC(O)C2 (stereo not drawn)	-0.3	-20	2	-28	2	0	4	-5	-13
CC1CCC(C(C)C)C(OP(N)(=O)c2ccccc2)C1 (stereo not drawn)	0.5	14	7	5	-6	-8	-4	-7	-22
C=CCn1c(O)c(C(C)=NCc2ccc3c(c2)OCO3)c(=O)[nH]c1=O	1.6	3	1	0	-2	3	-20	-2	-13
c1ccc2[nH]c(CCNC3CCCCC3)nc2c1	1.5	23	8	3	0	-10	-6	-2	-18
CO[C@H]1CC=C2CCN3CCC4=C(CC(=O)OC4)[C@]23C1	0.5	23	0	-2	-6	-27	-3	-5	0
CCOc1ccc2nc(N=Nc3c(O)[nH]c(=O)[nH]c3=O)sc2c1	0.8	21	0	-4	-18	-7	-16	-3	-3
N#CC1c2ccccc2C=CN1C(=O)c1ccc(N(CCCl)CCCl)cc1 (stereo not drawn)	0.8	17	3	.	-5	-8	-24	1	.
Cc1oc(-c2ccc(Cl)cc2)nc1CS(=O)CC(=O)N1CCC2(CC1)OCCO2 (stereo not drawn)	0.7	15	12	5	-12	-10	1	-7	-6
O=C(Nc1ccc(Cl)cc1)N1CC1	2.2	32	9	.	-18	-2	8	5	.
Cc1cccc(C)c1-n1nnnc1C(c1cccs1)N1CCC(n2c(=O)[nH]c3ccccc32)CC1 (stereo not drawn)	0.6	25	0	.	-16	-20	4	-1	.
O=C1NC2NC(=O)N([N+](=O)[O-])C2N1 (stereo not drawn)	-0.1	4	0	-5	-3	-6	3	-1	-12

Next section; it opens with the 2 that closed the last part.
SMILES	CHO-K1 Ca ag	CHO-K1 Ca PAM	TAAR1 agonist	OXTR potentiator	CHO-K1 Ca antag	M1 antag	TAAR1 antagonist	M1 ag	CHO parental Ca
Cc1cccc(C)c1-n1nnnc1C(c1cccs1)N1CCC(n2c(=O)[nH]c3ccccc32)CC1 (stereo not drawn)	0.6	25	0	.	-16	-20	4	-1	.
O=C1NC2NC(=O)N([N+](=O)[O-])C2N1 (stereo not drawn)	-0.1	4	0	-5	-3	-6	3	-1	-12
COc1ccc(NC(=O)CN(C)C(=O)CSC(c2ccccc2)c2ccccc2)cc1	0.6	2	0	-3	-7	-2	0	-3	-18
CCOc1cc(-c2nc3c(C)cccn3c2NCC2CCCO2)ccc1O (stereo not drawn)	1.8	-8	7	0	15	-1	21	-3	-16
O=[N+]([O-])c1ccc(N2CCNCC2)c(Cl)c1	0.8	6	5	-8	-11	9	-7	-6	3
Cc1ccc2c(c1)C1CN(C)CCC1N2C(=O)Nc1cccc(Cl)c1 (stereo not drawn)	13	12	34	-12	1	17	22	-4	28
Cc1cccc(C)c1-n1nnnc1C(c1ccccc1)N1CCC2(CC1)C(=O)NCN2c1ccccc1 (stereo not drawn)	1.1	22	-1	.	4	0	-7	-2	.
NC(=O)C1CCN(/C=C2\C(=O)NC(=O)N(Cc3ccco3)C2=O)CC1	0.8	17	0	-1	-18	-22	-1	-1	-8
CN1CCCN(C(=O)COc2ccccc2Br)CC1	0.7	-17	1	-1	-7	12	-7	-6	-6
CCOP(=S)(OCC)Oc1ccc2c(C)c(Cl)c(=O)oc2c1	-0.3	-2	-2	.	-4	-3	21	-8	.
CCOC(=O)[C@]12Cc3cc(OC)c(OC)cc3[C@H]1N(Cc1ccccc1)C(=O)c1ccccc12	-0.1	15	8	.	-12	-8	3	-6	.
O=C(c1cn(Cc2ccccc2)c2ccccc12)C1CC1	1.5	30	-3	-1	-10	-10	-14	-7	4
CN1CC(C(=O)c2ccc(Cl)cc2)C(c2ccc(N(C)C)cc2)C1 (stereo not drawn)	1.4	12	9	-16	-13	15	-1	-6	-23
CN1CCN(c2nc(N)c(Br)c(Cl)n2)CC1	1.2	-13	6	6	-23	6	-11	-11	-14
COc1cc(/C=C2\C(=O)NC(=O)N(c3ccccc3)C2=O)c([N+](=O)[O-])cc1OC	0.8	12	0	.	-9	-5	-13	-5	.
CN(C)c1ccc(/C=C2\CC3C4CC=C5CC(O)CCC5(C)C4CCC3(C)C2=O)cc1 (stereo not drawn)	0.1	7	1	4	-4	13	6	-2	-9
Oc1cc2c(cc1CN1CCN(c3ccccc3F)CC1)OCO2	0.2	-26	3	-6	3	24	5	-12	-6
COC1=C[C@@H]2[C@@H]3Cc4ccc(OC)c(O)c4[C@]2(CCN3C)CC1=O	-0.4	-11	3	.	8	-20	-13	-7	.
CC(Cc1ccsc1)NCc1cn[nH]c1-c1ccc(F)cc1F (stereo not drawn)	0.8	-21	6	-6	12	14	5	-5	3
O=C(NC1CCCCC1)N1Cc2cc(N3CCCCC3)ccc2-n2nncc2C1	-0.2	-6	-3	.	15	6	-20	-9	.
COc1cccc(-n2c(=S)[nH]c3ccccc3c2=O)c1	0.1	5	0	1	-1	-7	-17	-4	-10
CC(=O)N1N=C2C3CCN(CC3)C2C1c1ccc(F)cc1 (stereo not drawn)	1.4	14	1	-5	-16	-13	-8	-4	-3
COC(=O)C1=C(c2ccccc2OCc2ccccc2)C[C@@H]2CC[C@H]1N2C(=O)NCCOc1ccccc1Cl	1.0	20	23	-5	-24	-2	33	4	-11
CC12C=CC(=O)C=C1CCC1C2C(O)CC2(C)C1CCC2(C)O (stereo not drawn)	0.8	15	2	.	-11	-2	5	-6	.
COCCCNC(=O)c1c(NC(=O)c2ccccc2)n(Cc2ccccc2)c2nc3ccccc3nc12	0.1	12	10	-3	8	-1	-5	-1	-6
c1ccc2c3c([nH]c2c1)C1(CCNCC1)NCC3	-0.1	20	2	1	-7	2	-10	-4	-2
CCOc1ccccc1OCC(=O)Nc1ccc(Cl)cc1C(=O)c1ccccc1	0.5	7	-1	-7	-6	-5	8	-8	-40
O=[N+]([O-])c1cnc[nH]1	0.6	13	0	-4	-1	-29	0	-1	-2
O=c1[nH]c(=O)n(Cc2ccccc2Cl)c(O)c1/C=C1/C=CC=N1	1.9	16	5	-5	-3	-1	3	-1	-20
COc1ccccc1/C=C1/C(=N/O)C2CCN1CC2	0.2	16	3	-8	-7	-24	13	-8	-2
Cc1nn(Cc2ccccc2Cl)c(C)c1C(=O)NC1CCCc2ccccc21 (stereo not drawn)	-0.1	16	-1	-11	-10	-21	-4	0	-25
CCCCOC(=O)COc1cc(C)cc2oc(=O)c3c(c12)CCC3	0.0	7	10	-8	0	-2	0	-1	2
Clc1ccc(OCC#CCN2CCCC2)cc1	0.9	10	19	-4	-9	32*	4	-15	1
O=C(N/N=C/c1c(O)n(-c2ccccc2)c(=O)[nH]c1=O)c1ccncc1	0.5	18	-3	-10	-3	-7	10	-2	5
Cc1nc2cc(-c3ccc(Cl)cc3)nn2c(C)c1CCC(=O)N1CCC2(CC1)OCCO2	0.2	5	1	.	-8	-2	-7	-4	.
CNC(=S)N1CCn2cccc2C1c1cccnc1 (stereo not drawn)	1.1	17	4	-1	-18	-12	-32	-4	5
CCOC(=O)c1c(C)n(Cc2ccc3c(c2)OCO3)c2ccc(O)cc12	0.6	10	3	-1	-2	1	13	0	-12
C[n+]1c(-c2ccccc2)cc(CCCCc2cc(-c3ccccc3)[n+](C)c(-c3ccccc3)c2)cc1-c1ccccc1	-0.3	-1	-1	1	-6	55*	-4	-5	-20
O=C(CCCOc1ccc(Cl)cc1Cl)N1CCC2(CC1)OCCO2	0.5	6	6	2	-9	7	3	-7	-17
CC(C)C[C@@H]1COc2cc(N3CCN(C)CC3)ccc2S(=O)(=O)N1	0.4	-10	1	.	-9	.	-2	.	.
COC(=O)Nc1nc2ccccc2[nH]1	0.6	19	1	.	-11	-13	4	-2	.
COc1ccc(NP(=O)(Oc2cccc(C)c2)Oc2cccc(C)c2)cc1OC	4.4	18	13	-12	-3	8	41	1	-41
CNP(=S)(NC)OCCOc1ccc(OC)cc1	0.3	15	1	-1	-1	-22	-1	-1	-25
CC(=CCOc1ccc2ccc(=O)oc2c1)C1=CC(=O)C(C)(C)O1	0.3	-4	6	.	1	-16	24	-5	.
O=C(O)c1ccccc1N=Nc1c(O)[nH]c(=O)[nH]c1=O	0.3	15	3	5	-3	-20	-7	-2	-9
CC1(C)CN=C(Nc2nc3ccccc3s2)S1	0.2	-8	9	-11	-2	2	6	-3	5
